D2 ag: agonists of human D2 dopamine receptor; HEK293 T-REx D2 cells, calcium flux agonist mode; activation, % at 2 µM; hit rate 0.53% among 340,000; AID 485358;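 active = activation over 3 SD above normal in the single-dose calcium agonist read, cut at about 30% in these data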; also: 0% is about no effect
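Agonism is scored from calcium flux in a force-coupled, inducible HEK293 cell line expressing D2, read kinetically for 180 s after compound addition against dopamine controls.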
TRHR PAM: allosterically enhances the human TRH receptor; TRHR cells, fluo-8 calcium fluorescence, EC20 TRH enhancement; P34981; hit rate 0.66% among 360,000; enhancement, % at 2 µM; AID 493056; in the data active = enhancement above about 30%; also: 0% is about no effect
Target sequence (P34981 whole entry, looked up): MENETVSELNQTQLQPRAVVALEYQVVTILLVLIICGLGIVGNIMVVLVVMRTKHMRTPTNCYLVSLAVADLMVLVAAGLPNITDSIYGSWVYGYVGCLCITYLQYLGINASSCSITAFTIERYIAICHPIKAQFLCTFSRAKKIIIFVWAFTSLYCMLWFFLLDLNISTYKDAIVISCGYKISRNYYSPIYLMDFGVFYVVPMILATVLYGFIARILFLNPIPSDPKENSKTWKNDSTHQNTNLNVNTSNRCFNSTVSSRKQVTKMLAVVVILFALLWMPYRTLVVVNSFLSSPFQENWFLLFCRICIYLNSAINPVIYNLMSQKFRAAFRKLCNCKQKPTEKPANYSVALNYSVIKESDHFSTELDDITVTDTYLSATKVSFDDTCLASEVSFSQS
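Enhancer read-out: after compound pinning and an initial kinetic agonist-mode read, an EC20 of TRH (10 nM final) was injected and fluo-8 calcium signal (Ex 480/Em 530) followed at 1 s/cycle for 100 cycles in TRHR-expressing cells.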
USP1 inh: blocks the human USP1/UAF1 deubiquitinase complex; recombinant USP1/UAF1, Ub-Rhodamine cleavage fluorescence; Potency, µM (series often up to 57.1 µM), inactives show top-dose activity change, negative = inhibition, actives largely listed as inhibitors; hit rate 0.23% among 390,000; AID 743255; also: potency is read from the fitted curve at half-maximal effect; % is scaled to controls: 0 for no effect and ±100 for the full control effect; nearly all actives have a fitted effect of over 60% in size; inactives centre near -12
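High-throughput fluorogenic screen: 1nM USP1/UAF1 complex, Ub-Rho substrate 150nM final, 50mM HEPES pH 7.8 with 0.5mM EDTA, 0.1 mg/ml BSA, 1mM TCEP and 0.01% Tween-20.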
TRHR ag: TRH receptor (human) agonism. AID 493084. TRHR cells, calcium flux fluo-8, FDSS agonist mode. P34981. activation, % at 2 µM. hit rate 0.18% among 360,000; in the data active = activation above about 30%; also: 0% is about no effect
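Fluo-8-loaded TRHR cells; 10 s baseline, compound added, kinetic Ca2+ fluorescence read 1/s, agonist mode.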
D2 antag: antagonists of human D2 dopamine receptor. P14416. AID 485344. hit rate 2% among 340,000. inhibition, % at 10 µM. HEK293 TREx D2 cells, calcium flux, dopamine EC80; in the data active = inhibition above about 30%; also: 0% is about no effect
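Tetracycline-induced HEK293 TREx cells expressing D2 receptor forced-coupled to calcium signalling, loaded with no-wash calcium dye. Compounds added and calcium flux read 180 s, then dopamine added at EC80 and read a further 180 s.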
TrxR1 substrate: substrates of rat thioredoxin reductase 1. O89049. purified TrxR1 substrate turnover, NADPH consumption readout. Potency, µM (top dose mostly 114 µM), inactives show at the highest dose activity change, negative = substrate turnover. hit rate 0.01% among 390,000. AID 588456; also: potency is read from the fitted curve at half-maximal effect; % is scaled to controls: 0 for no effect and ±100 for the full control effect; nearly all actives have a fitted effect of over 50% in size
Target sequence (O89049 whole entry, looked up): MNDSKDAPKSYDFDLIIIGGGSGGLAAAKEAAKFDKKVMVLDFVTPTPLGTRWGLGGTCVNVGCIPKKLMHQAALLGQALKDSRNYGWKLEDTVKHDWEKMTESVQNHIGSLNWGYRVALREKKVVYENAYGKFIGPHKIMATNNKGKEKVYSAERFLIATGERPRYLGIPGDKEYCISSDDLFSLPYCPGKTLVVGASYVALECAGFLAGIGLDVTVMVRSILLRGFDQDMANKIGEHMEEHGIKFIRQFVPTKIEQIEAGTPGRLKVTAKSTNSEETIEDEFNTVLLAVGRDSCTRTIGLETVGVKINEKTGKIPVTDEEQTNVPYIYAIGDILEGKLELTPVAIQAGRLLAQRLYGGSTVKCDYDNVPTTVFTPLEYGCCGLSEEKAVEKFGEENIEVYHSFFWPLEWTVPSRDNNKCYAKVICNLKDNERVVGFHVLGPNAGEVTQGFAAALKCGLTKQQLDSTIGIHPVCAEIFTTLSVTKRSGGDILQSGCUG
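Rat TrxR1, dispensed at 90 nM, was prereduced with 400 uM NADPH (final) for 5 min at ~22 deg C, then incubated with compound 15 min before 400 uM selenite. A first-read NADPH fluorescence drop versus no-compound background flagged substrates.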
mIDH1 inhibitor: inhibitors of human mutant IDH1 R132H; O75874; IDH1-R132H enzyme, NADPH consumption, diaphorase/resazurin fluorescence; Potency, µM (series often up to 76.6 µM), inactives show at the top dose activity change, negative = inhibition, hits mostly inhibitors; hit rate 0.093% among 390,000; also: potency is read from the fitted curve at half-maximal effect; % is scaled to controls: 0 for no effect and ±100 for the full control effect; nearly all actives have a fitted effect of over 65% in size
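IDH1-R132H (0.5 ug/mL dispensed) in pH 7.5 Tris buffer was preincubated 30 min with compound, then given a substrate mix of 0.016 mM NADPH and 2 mM alpha-KG for 80 min at room temperature; remaining NADPH was read by diaphorase/resazurin fluorescence.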
TrxR1 inh: blocks rat thioredoxin reductase 1; AID 588453; Potency, µM (doses to about 114 µM), inactives show at the highest dose activity change, negative = inhibition, actives largely listed as inhibitors; O89049; recombinant rTrxR1, NADPH fluorescence consumption, selenite substrate; hit rate 1% among 390,000; also: potency is read from the fitted curve at half-maximal effect; % is scaled to controls: 0 for no effect and ±100 for the full control effect; nearly all actives have a fitted effect of over 65% in size
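Rat TrxR1 (90 nM in the dispensed reagent) was pre-reduced with 400 uM NADPH for 5 min at room temperature, then incubated with compound for 15 min. After 400 uM selenite was added, NADPH fluorescence (Ex 340/Em 450 nm) was followed for 8 min.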
Pin1 inhibitor: human Pin1 inhibition. Pin1 FP peptide displacement, HiFluor488, 10 min. Potency, µM (titrated, usually from 115 µM), without a hit: at the top dose activity, negative = inhibition, most hits filed as inhibitors. hit rate 0.009% among 390,000; active = well fitted inhibition curve with a large enough effect in the polarisation, with a control signal flat, not every such curve was filed as active; inconclusive = small, poorly fitted or top-dose-only effect, or effect the other way, or a change in a side signal; inactive = no such curve, though single readings can be large or run the other way; the % refers to the polarisation; also: potency is read from the fitted curve at half-maximal effect; % is scaled to controls: 0 for no effect and ±100 for the full control effect
Target sequence (Q13526 whole entry, looked up): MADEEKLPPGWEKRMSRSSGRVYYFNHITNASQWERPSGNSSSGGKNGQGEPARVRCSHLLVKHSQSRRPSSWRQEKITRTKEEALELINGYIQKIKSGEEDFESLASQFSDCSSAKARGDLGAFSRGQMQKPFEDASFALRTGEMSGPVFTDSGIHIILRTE
An asterisk follows results filed as active; [ ] = another dose, or the depositor's remark. Unless noted, calls follow the shape of the dose curve; as a rule, active = well fitted inhibition curve with a large enough effect; inconclusive = small, poorly fitted or top-dose-only effect; inactive = no such curve, though single readings can be large or run the other way. The list is partial; count on the stated rates, not on these rows.

O=C(NCC1CC1)Nc1cccs1 was read as TRHR PAM 6, USP1 inh -9%, TRHR ag 0.6, TrxR1 substrate -4%, mIDH1 inhibitor -4%, TrxR1 inh 17% and Pin1 inhibitor -12%.
`O=C(CN1CCCCCC1)Nc1cccc(NC(=O)CN2CCCCCC2)c1` gave D2 ag -1.8, TRHR PAM -5, USP1 inh -5%, TRHR ag 1.4, D2 antag -7, TrxR1 substrate 2%, mIDH1 inhibitor -5%, TrxR1 inh 22% and Pin1 inhibitor 4%.
`O=C(Nc1scc(-c2ccccc2)c1C(=O)O)c1ccccc1Cl` gave D2 ag 0.4, TRHR PAM 1, USP1 inh -6%, TRHR ag 0.3, D2 antag -14, TrxR1 substrate 1%[57.1 µM], mIDH1 inhibitor 14%, TrxR1 inh 3%[57.1 µM] and Pin1 inhibitor -1%.
Cc1c(C(=O)O)[nH]c2c1C(=O)CC(c1ccccc1)C2 (stereo unspecified) was read as D2 ag -0.6, TRHR PAM -8, USP1 inh 8%, TRHR ag 1.1, D2 antag -3, TrxR1 substrate -9%, mIDH1 inhibitor -2%, TrxR1 inh -9%[57.1 µM] and Pin1 inhibitor 0%.
Screening Cc1ccc(N2CCN(S(=O)(=O)c3cc(C(=O)Nc4cc(Cl)cc(Cl)c4)ccc3F)CC2C)cc1 (stereo unspecified) returned TRHR PAM 1, USP1 inh 2%, TRHR ag 0.3, TrxR1 substrate 2%[57.1 µM], mIDH1 inhibitor -4%, TrxR1 inh 15%[57.1 µM] and Pin1 inhibitor 6%.
`Cc1ccccc1C(=O)NCC(=O)NNC(=O)c1cccc(Cl)c1` gave D2 ag 0.0, TRHR PAM 0, USP1 inh -23%, TRHR ag 0.4, D2 antag 14, TrxR1 substrate 3%, mIDH1 inhibitor 5%, TrxR1 inh 8% and Pin1 inhibitor 0%.
Screening O=C(COC(=O)c1cncc(Br)c1)NCc1ccccc1Cl returned D2 ag -1.2, TRHR PAM 21, USP1 inh -14%, TRHR ag 0.3, D2 antag -21, TrxR1 substrate -22%[57.1 µM], mIDH1 inhibitor 2%, TrxR1 inh -7%[57.1 µM] and Pin1 inhibitor inconclusive.
c1ccc2c(c1)N1CCN=C1N2CCN1CCCCC1 was read as D2 ag 0.1, TRHR PAM -2, USP1 inh -8%, TRHR ag 0.1, D2 antag 2, TrxR1 substrate -8%, mIDH1 inhibitor 3%, TrxR1 inh 9%[57.1 µM] and Pin1 inhibitor -8%.
CC1CCN(c2nc3c(c(=O)n(C)c(=O)n3C)n2CCSc2ncccn2)CC1 was read as D2 ag 0.0, TRHR PAM 3, USP1 inh -13%, TRHR ag -0.1, D2 antag 3, TrxR1 substrate 4%[57.1 µM], mIDH1 inhibitor -2%, TrxR1 inh 11%[57.1 µM] and Pin1 inhibitor -4%.
`CC(C)NC(=O)c1cc2nc(-c3ccco3)cc(C(F)(F)F)n2n1` gave D2 ag -0.1, TRHR PAM 1, USP1 inh inconclusive, TRHR ag 0.2, D2 antag -2, TrxR1 substrate 41%[activator], mIDH1 inhibitor -3%, TrxR1 inh -4% and Pin1 inhibitor 5%.
For COc1ccccc1OCC(=O)N1CCNC1=O the results were D2 ag 1.9, TRHR PAM -2, USP1 inh -18%, TRHR ag 0.5, D2 antag -2, TrxR1 substrate 6%, mIDH1 inhibitor -2%, TrxR1 inh 12% and Pin1 inhibitor 0%.
Screening COc1ccc(NC(=O)C(=O)NCCc2ccc(OC)c(OC)c2)c(OC)c1 returned D2 ag -0.4, TRHR PAM -1, USP1 inh 1%, TRHR ag 0.0, TrxR1 substrate 2%, mIDH1 inhibitor -11%, TrxR1 inh 0% and Pin1 inhibitor -5%.
`CCOC(=O)c1cc(C)n(CC2CCC(C(=O)Nc3ccc(C(C)=O)cc3)CC2)c1C` (stereo unspecified) gave D2 ag -0.1, TRHR PAM 13, USP1 inh -14%, TRHR ag 1.4, TrxR1 substrate -3%, mIDH1 inhibitor 0%, TrxR1 inh 12% and Pin1 inhibitor -1%.
CCn1c2c(c3cc(C(=O)O)ccc31)CCCC2=O was read as D2 ag 0.4, TRHR PAM 4, USP1 inh -12%, TRHR ag 0.4, D2 antag -15, TrxR1 substrate 4%, mIDH1 inhibitor -6%, TrxR1 inh -15% and Pin1 inhibitor -1%.
CCCc1nnc(NC(=O)C2CCN(C(=O)C3CC(=O)N(c4ccc(C)cc4)C3)CC2)s1 (stereo unspecified) was read as D2 ag 0.4, TRHR PAM 26, USP1 inh -14%, TRHR ag 0.5, D2 antag -13, TrxR1 substrate 1%, mIDH1 inhibitor 7%, TrxR1 inh 18% and Pin1 inhibitor -11%.
Screening Cc1ccc(NC(=O)COc2cccc(-n3cnnn3)c2)cc1[N+](=O)[O-] returned D2 ag -1.3, TRHR PAM 10, USP1 inh -22%, TRHR ag -1.6, D2 antag -24, TrxR1 substrate -3%, mIDH1 inhibitor -4%, TrxR1 inh 4% and Pin1 inhibitor inconclusive.
For COc1ccc(-c2nc(-c3cc4cc(Br)ccc4oc3=O)cs2)cc1 the results were TRHR PAM 5, USP1 inh -7%, TRHR ag 0.3, TrxR1 substrate 2%[57.1 µM], mIDH1 inhibitor 20%, TrxR1 inh 11%[57.1 µM] and Pin1 inhibitor -3%.
Screening COc1ccc(C)c(-n2c(N)cc(=O)n(Cc3ccccc3)c2=O)c1 returned D2 ag -0.6, TRHR PAM 3, USP1 inh -3%, TRHR ag -0.2, D2 antag -9, TrxR1 substrate -2%, mIDH1 inhibitor 3%, TrxR1 inh 18% and Pin1 inhibitor -5%.
COc1ccc(N(CC(=O)NC2CCCC2)S(=O)(=O)c2ccc(NC(C)=O)cc2)cc1 was read as D2 ag -1.7, TRHR PAM 5, USP1 inh -16%, TRHR ag -1.2, D2 antag -6, TrxR1 substrate 0%[57.1 µM], mIDH1 inhibitor 13%, TrxR1 inh 14%[57.1 µM] and Pin1 inhibitor 4%.
COc1ccc(C(=O)NCC(=O)OCC(=O)NCCC2=CCCCC2)cc1 was read as D2 ag -0.2, TRHR PAM -2, USP1 inh -2%, TRHR ag 0.0, D2 antag -2, TrxR1 substrate -13%, mIDH1 inhibitor 0%, TrxR1 inh -25% and Pin1 inhibitor 2%.
Screening CCc1ccc(S(=O)(=O)N2CCCC(N3CCN(c4ccc(OC)cc4)CC3)C2)cc1 (stereo unspecified) returned D2 ag 0.0, TRHR PAM 4, USP1 inh -12%, TRHR ag -1.4, D2 antag -21, TrxR1 substrate 5%, mIDH1 inhibitor 2%, TrxR1 inh 12% and Pin1 inhibitor -1%.
Screening CCCCNC(=O)CN1C(=O)CSc2ccc(S(=O)(=O)N3CCC(C)CC3)cc21 returned TRHR PAM -3, USP1 inh -15%, TRHR ag 0.0, TrxR1 substrate 4%, mIDH1 inhibitor -4%, TrxR1 inh 12% and Pin1 inhibitor 1%.
CCCC(c1nnnn1CCc1ccccc1)N1CCN(C2CCCC2)CC1 (stereo unspecified) was read as D2 ag 2.6, TRHR PAM 0, USP1 inh -5%, TRHR ag 0.2, D2 antag -14, TrxR1 substrate -5%, mIDH1 inhibitor 14%, TrxR1 inh -26% and Pin1 inhibitor -8%.
For CCc1nn(CC(=O)N2CCN(c3cccc(C(F)(F)F)c3)CC2)c(=O)c2cc3occc3n12 the results were D2 ag 0.4, TRHR PAM 6, USP1 inh -7%, TRHR ag 1.5, TrxR1 substrate 1%, mIDH1 inhibitor 5%, TrxR1 inh 2% and Pin1 inhibitor 2%.
`CN(Cc1ccccc1)C(=O)c1ccc2c(c1)N(Cc1ccccc1F)C(=O)c1ccccc1S2(=O)=O` gave D2 ag 1.3, TRHR PAM -7, USP1 inh -12%, TRHR ag 1.3, TrxR1 substrate -4%, mIDH1 inhibitor 6%, TrxR1 inh 25% and Pin1 inhibitor 76%[activator].
Screening CCOc1ccc(NC(=O)c2c(NCc3cc(OC)c(OC)cc3OC)sc3c2CCCC3)cc1 returned D2 ag 0.4, TRHR PAM 0, USP1 inh -15%, TRHR ag 0.3, TrxR1 substrate inconclusive, mIDH1 inhibitor 0%, TrxR1 inh -14%[57.1 µM] and Pin1 inhibitor 26%.
`N#Cc1nc(COc2ccccc2)oc1NCCN1CCOCC1` gave D2 ag 0.3, TRHR PAM 7, USP1 inh -15%, TRHR ag -0.1, D2 antag -1, TrxR1 substrate 4%, mIDH1 inhibitor 5%, TrxR1 inh -5% and Pin1 inhibitor 1%.
`O=C(Cn1[nH]c(=O)c2ccccc2c1=O)OCC(=O)N1CCc2ccccc2C1` gave D2 ag 0.1, TRHR PAM -6, USP1 inh -24%, TRHR ag -0.6, D2 antag -14, TrxR1 substrate 5%, mIDH1 inhibitor 0%, TrxR1 inh 13% and Pin1 inhibitor -9%.

By substructure, those above with a thiophene ring, fused or not (three)
O=C(NCC1CC1)Nc1cccs1 was read as TRHR PAM 6, USP1 inh -9%, TRHR ag 0.6, TrxR1 substrate -4%, mIDH1 inhibitor -4%, TrxR1 inh 17% and Pin1 inhibitor -12%.
`O=C(Nc1scc(-c2ccccc2)c1C(=O)O)c1ccccc1Cl` gave D2 ag 0.4, TRHR PAM 1, USP1 inh -6%, TRHR ag 0.3, D2 antag -14, TrxR1 substrate 1%[57.1 µM], mIDH1 inhibitor 14%, TrxR1 inh 3%[57.1 µM] and Pin1 inhibitor -1%.
Screening CCOc1ccc(NC(=O)c2c(NCc3cc(OC)c(OC)cc3OC)sc3c2CCCC3)cc1 returned D2 ag 0.4, TRHR PAM 0, USP1 inh -15%, TRHR ag 0.3, TrxR1 substrate inconclusive, mIDH1 inhibitor 0%, TrxR1 inh -14%[57.1 µM] and Pin1 inhibitor 26%.
